Bioassay records deposited in PubChem by National Center for Advancing Translational Sciences (NCATS).
HCMV inh: inhibitors of human cytomegalovirus | HFF cells, HCMV-luciferase reporter, 72 h; hits give low values | 4.5% of 410,000 active | AID 1259415 | activity change, negative = inhibition, % at 57.5 µM; in the data active means activity change below about -60%; inconclusive means no clear call, values can overlap the other calls; inactive means above about -39%
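HFF cells seeded 16 h at 37C, treated with compounds, infected with luciferase-reporter HCMV at MOI 1 PFU/cell; luciferase read at 72 h post infection, normalized to buffer-only and Salinomycin controls.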
AmpC inh detg: inhibitors of E. coli AmpC beta-lactamase with detergent; 0.041% of 370,000 active; AID 485294; Potency, µM (titrated, usually from 114 µM), without a hit: top-dose activity change, negative = inhibition, hits mostly inhibitors; P00811; AmpC hydrolysis of nitrocefin, absorbance 480 nm, 0.01% Triton;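 further: potency means the concentration at half of the fitted maximal effect; 0% = no-compound wells and -100% = no-enzyme wells; nearly all actives have a fitted effect of over 25% in size; some results filed as inactive show a strong effect at the top dose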
Target sequence (P00811 whole entry, looked up): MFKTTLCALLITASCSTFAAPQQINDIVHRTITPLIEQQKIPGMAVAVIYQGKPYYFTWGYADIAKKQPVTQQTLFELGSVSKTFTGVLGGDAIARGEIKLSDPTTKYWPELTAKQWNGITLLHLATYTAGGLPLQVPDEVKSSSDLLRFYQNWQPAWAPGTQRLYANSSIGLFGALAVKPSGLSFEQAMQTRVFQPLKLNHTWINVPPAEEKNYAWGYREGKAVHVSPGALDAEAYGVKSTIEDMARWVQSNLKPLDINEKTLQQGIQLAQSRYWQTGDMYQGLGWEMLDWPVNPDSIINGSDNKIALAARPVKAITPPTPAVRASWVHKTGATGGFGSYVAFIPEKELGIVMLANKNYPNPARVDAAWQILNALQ
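20 mM phosphate pH 7.0 + 0.01% (detergent screen) or 0.0001% Triton X-100; 5.3 nM AmpC reagent; cpd preinc 15 min RT; nitrocefin (800 uM stock) to start; A480 q20 s × 4 min; Activity was normalised to no-enzyme and no-compound control wells.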
AmpC no deterg: blocks E. coli AmpC beta-lactamase in detergent-free assay; 0.52% of 330,000 active; AmpC nitrocefin hydrolysis, absorbance 480 nm, 0.0001% Triton; Potency, µM (top dose mostly 57.1 µM), without a hit: top-dose activity change, negative = inhibition, most hits filed as inhibitors;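 further: potency means the concentration at half of the fitted maximal effect; plate controls were no compound for no effect and no enzyme for full effect; nearly all actives have a fitted effect of over 20% in size; some results filed as inactive show a strong effect at the top dose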
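20 mM phosphate pH 7.0 + 0.01% (detergent screen) or 0.0001% Triton X-100; 5.3 nM AmpC reagent; cpd preinc 15 min RT; nitrocefin (800 uM stock) to start; A480 q20 s × 4 min; Activity was normalised to no-enzyme and no-compound control wells.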
Tb PYK inh: inhibitors of Trypanosoma brucei pyruvate kinase | Q57TT1 | TbPYK enzyme, Kinase-Glo Plus ATP luminescence, 45 min | Potency, µM (highest dose often 76.8 µM), for inactives: top-dose activity, negative = inhibition, actives largely listed as inhibitors | 0.12% of 410,000 active; further: potency means the concentration at half of the fitted maximal effect; nearly all actives have a fitted effect of over 50% in size
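Glycolytic pyruvate kinase of T. brucei was incubated with substrate, test compound and 130 uM ADP for 45 minutes at room temperature. Luminescent Kinase-Glo Plus signal was measured after 10 minutes.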
LmPK inhibitor: blocks Leishmania mexicana pyruvate kinase activity; Q27686; purified LmPK, Kinase-Glo ATP luminescence, 1 h; Potency, µM (doses to about 57.5 µM), without a hit: top-dose activity change, negative = inhibition, hits mostly inhibitors; 0.37% of 290,000 active; AID 1721; further: potency means the concentration at half of the fitted maximal effect
Target sequence (Q27686 whole entry, looked up): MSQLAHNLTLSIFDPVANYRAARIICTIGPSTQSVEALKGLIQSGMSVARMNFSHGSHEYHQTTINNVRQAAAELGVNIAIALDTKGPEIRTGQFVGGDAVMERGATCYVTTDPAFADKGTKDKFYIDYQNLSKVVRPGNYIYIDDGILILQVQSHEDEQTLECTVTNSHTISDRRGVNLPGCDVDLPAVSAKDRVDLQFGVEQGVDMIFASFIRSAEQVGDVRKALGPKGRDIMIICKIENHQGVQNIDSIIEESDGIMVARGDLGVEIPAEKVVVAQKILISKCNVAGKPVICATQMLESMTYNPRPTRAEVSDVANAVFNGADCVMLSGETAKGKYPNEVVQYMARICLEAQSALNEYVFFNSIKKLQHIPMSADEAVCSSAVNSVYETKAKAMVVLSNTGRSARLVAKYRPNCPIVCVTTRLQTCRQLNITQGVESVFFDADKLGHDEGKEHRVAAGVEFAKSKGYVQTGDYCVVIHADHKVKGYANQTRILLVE
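Pyruvate kinase activity monitored as ATP production (luciferase luminescence). Conditions: 0.1 nM enzyme, 0.5 mM PEP, 0.1 mM ADP, 1 h, RT; normalized against uninhibited and no-enzyme wells.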
HCV inh: HCV inhibition; Huh7.5.1 HCVcc-Cre infection, luciferase reporter, 44 h; Potency, µM (highest dose often 41.8 µM), for inactives: top-dose activity change, negative = inhibition, actives largely listed as inhibitors; 3.4% of 340,000 active; AID 651820; further: potency means the concentration at half of the fitted maximal effect
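1,000 cells/well; 4 h culture; + compound; + HCVcc-Cre (~0.5 moi); 44 h; luciferase substrate, RT 15 min; read 15 sec.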
AMA1 RON2 block: inhibitors of Plasmodium falciparum AMA1-RON2 interaction | AlphaScreen AMA1-biotinylated RON2 peptide binding | Potency, µM (highest dose often 58.2 µM), inactives show top-dose activity change, negative = inhibition, actives largely listed as inhibitors | 0.2% of 360,000 active | AID 720542;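 further: potency means the concentration at half of the fitted maximal effect; 0% = vehicle wells and -100% = peptide control; nearly all actives have a fitted effect of over 45% in size; some results filed as inactive show a strong effect at the top dose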
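AMA1 (3D7) with his tag at 25 nM final met compounds first, then biotinylated RON2 peptide at 25 nM; detection used donor plus acceptor beads, 10 µg/mL apiece, read by AlphaScreen after 30 min at room temperature.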
Numbers without * were called inactive; ? = inconclusive; nt = no result given; [ ] = another dose, or the depositor's remark. Unless noted, the call rests on the fitted dose curve; in most records, active means well fitted curve in the direction sought with a large enough effect; inconclusive means small, poorly fitted or top-dose-only effect, or another doubt; inactive means no such curve, though single readings can be large; an effect the other way counts as inactive or inconclusive. Unless noted, on the % scale 0 is the no-effect control and ±100 the full control effect.

Fields – HCMV inh, AmpC inh detg, AmpC no deterg, Tb PYK inh, LmPK inhibitor, HCV inh, AMA1 RON2 block
1) CCc1nn(CC(=O)NCC(C)c2ccccc2)c(=O)c2cc3occc3n12 (configuration not stated)
    -13.6, -2.3%, nt, -3.0%, nt, nt, nt
2) CC1=C(C#N)C(Nc2cc(C)ccn2)(C(F)(F)F)C(=O)N1 (configuration not stated)
    15.3, -6.3%, -14.8%, -7.0%, 5.0%, 12.3%, 6.7%
3) Cc1c(NC(=O)c2cccc(NC(=O)Cc3ccccc3F)c2)c(=O)n(-c2ccccc2)n1C
    3.3, 6.4%, -23.1%, 2.5%, nt, -6.7%, 6.7%
4) Cc1cc(C)cc(NC(=S)N2CCN(C(=O)c3ccco3)CC2)c1
    ?, ?, -10.5%, -7.3%, 5.5%, -2.6%, -1.5%
5) CCSc1nnc2c(n1)OC(c1ccc(OCC(=O)O)cc1)Nc1ccccc1-2 (configuration not stated)
    33.3, -2.6%, nt, -19.6%, nt, nt, nt
6) O=C(CN1C(=O)CCc2cc(S(=O)(=O)N3CCCCC3)ccc21)NCc1ccc(Cl)cc1
    2.6, -0.5%, nt, -3.8%, nt, nt, nt
7) CCN(CCCNC(=O)c1cc2cc3cc(OC)ccc3nc2s1)c1ccccc1
    44.1, 11.0%, nt, 2.4%, nt, nt, nt
8) CC1CC(=O)N(CC(=O)NCc2ccc3c(c2)OCO3)c2ccccc2S1 (configuration not stated)
    37.9, -7.5%, 18.2%, -2.1%, -0.3%, -14.7%, -12.3%
9) COc1cc(NC(=O)c2cc(-c3cccc(OC)c3)n[nH]2)cc(OC)c1
    31.8, 13.5%, nt, -2.4%, nt, nt, nt
10) CCOCCCNC(=S)N(CCN(CC)CC)Cc1cc2cc3c(cc2[nH]c1=O)OCCO3
    42.1, -10.2%, -0.4%, -0.8%, -3.3%, 4.3%, -0.6%
11) COc1ccc(NC(=O)C23CC4CC(C2)CC(n2cnc(Br)n2)(C4)C3)cc1OC
    49.5, 2.0%, -4.8%, 1.8%, 3.8%, ?, 5.4%
12) O=Cc1ccc(O)c(O)c1
    -19.8, -4.1%, 6.4%, -5.1%, 8.1%, 2.7%[8.37 µM], 104.6%[activator]
13) CCCc1cc(=O)[nH]c(SCC(=O)NC2CCCCCCC2)n1
    17.5, nt, -29.6%, 4.8%, nt, 25.8%, -0.3%
14) CC(C)CN1C(=O)NC(NC(=O)c2cccs2)(C(F)(F)F)C1=O (configuration not stated)
    6.2, 0.4%, -23.2%, -15.8%, -4.5%, 15.7%, 3.2%
15) CSCCC(N=Cc1c(O)n(-c2ccc(F)cc2)c(=O)[nH]c1=O)C(=O)O (configuration not stated)
    6.2, 3.3%, -14.0%, nt, 5.7%, nt, nt
16) CCOC(=O)CNc1c(-c2ccccc2)nc2ccc(Cl)cn12
    43.8, ?, 6.8%, 0.9%, -6.4%, 15.3%, -8.4%
17) Cc1ccc2nc(SC(C)C(=O)NC3CCCc4ccccc43)[nH]c2c1 (configuration not stated)
    -35.9, -12.2%, -10.3%, -6.4%, 2.1%, ?, -3.2%
18) COc1ccc(Cl)cc1NC(=O)c1ncn(-c2ccccc2)n1
    51.2, 12.3%, nt, 2.0%, nt, nt, nt
19) CC1C/C(=N\NC(=S)NCc2ccccc2)CC(C)(C)C1 (configuration not stated)
    19.2, 2.9%, 2.2%, -17.9%, 11.1%, -22.6%, 20.4%
20) Cc1noc2nc(-c3cccs3)cc(-c3nnc4n3CCCCC4)c12
    nt, ?, -8.0%, nt, -5.1%, nt, nt
21) CC(CCc1ccccc1)NC(=O)c1ccc(F)cc1 (configuration not stated)
    -6.4, ?, -19.4%, 2.8%, -7.9%, 7.2%, -8.0%
22) Cn1c(=O)c2c(nc(SCC(=O)N3CCc4ccccc4C3)n2C)n(C)c1=O
    17.5, -9.5%, 0.5%, -2.0%, -2.9%, -12.0%, -2.4%
23) C/C(=N\NC(=O)CC#N)c1cc2ccc(O)cc2oc1=O
    11.4, -9.3%, -31.0%, -7.2%, -10.2%, -8.2%, 30.0%
24) CCOc1ccc(Cc2onc3c2C(=O)CCC3)cc1OCC
    -89.1*, 2.6%, 11.6%, 2.2%, -1.9%, ?, -1.7%
25) O=C(NNC(=O)C1CCN(S(=O)(=O)c2cccc(Cl)c2)CC1)C1CC1
    -34.6, -6.9%, 9.1%, 0.4%, -2.9%, 9.8%, 103.5%[activator]
26) O=C(Cn1cncn1)NCc1cccc(C(F)(F)F)c1
    -3.4, 6.1%, -27.3%, -0.9%, 2.0%, 10.5%, 1.7%
27) COP(=O)(OC)C(NC(=O)/C=C/c1ccccc1)C(Cl)(Cl)Cl (configuration not stated)
    -2.5, 1.2%, -10.0%, 2.9%, -4.8%, -15.1%, 3.0%
28) N#CCC(CNc1ncc(C(F)(F)F)cc1Cl)OC(=O)c1cccc(C(F)(F)F)c1 (configuration not stated)
    -24.7, 6.0%, -1.6%, 9.2%, 4.3%, 8.9%, 0.3%
29) Cn1c(-c2ccsc2)c(-c2cccs2)c2cc(Br)ccc21
    -4.3, -3.7%, -21.6%, -2.2%, nt, ?, -10.2%
30) Cc1ccc(S(=O)(=O)/C(C#N)=C/c2c(N3CCCCC3)nc3ccccn3c2=O)cc1
    49.7, -1.8%, 28.4%, -1.8%, -3.5%, 4.3%, -15.1%

Some of the entries above in a different format:
21: CC(CCc1ccccc1)NC(=O)c1ccc(F)cc1 (configuration not stated)
  HCMV inh: -6.4
  AmpC inh detg: ?
  AmpC no deterg: -19.4%
  Tb PYK inh: 2.8%
  LmPK inhibitor: -7.9%
  HCV inh: 7.2%
  AMA1 RON2 block: -8.0%

11: COc1ccc(NC(=O)C23CC4CC(C2)CC(n2cnc(Br)n2)(C4)C3)cc1OC
  HCMV inh: 49.5
  AmpC inh detg: 2.0%
  AmpC no deterg: -4.8%
  Tb PYK inh: 1.8%
  LmPK inhibitor: 3.8%
  HCV inh: ?
  AMA1 RON2 block: 5.4%

More entries follow.
Fields – HCMV inh, AmpC inh detg, AmpC no deterg, Tb PYK inh, LmPK inhibitor, HCV inh, AMA1 RON2 block
31) Cc1cc(S(=O)(=O)Nc2nc(CN3CCOCC3)nc3sc4c(c23)CCC4)cc(C)c1C
    -7.5, -14.9%, 62.6%[activator], -1.5%, nt, -11.3%, 8.4%
32) COc1ccc(Cl)cc1C(=O)NNC(=S)NC(=O)c1cc(-c2ccc(Cl)cc2)nc2ccccc12
    19.9, -2.4%, -47.0%, 2.4%, -5.6%, ?, 106.0%[activator]
33) O=S(=O)(c1ccccc1F)N1CCN(Cc2cc3c(cc2Br)OCCO3)CC1
    -24.7, ?, 2.8%, 0.5%, nt, ?, -23.8%
34) Cc1cccc(Nc2nnc(SCc3cn4ccsc4n3)s2)c1
    -21.4, -17.7%, -41.7%, -6.2%, -17.3%, ?, -11.6%
35) CCN1CCN(Cc2c(O)ccc3c(=O)c(-c4ccc(OC)c(OC)c4)c(C)oc23)CC1
    11.6, 9.3%, 15.1%, -24.5%, -1.3%, 7.4%, 1.0%
36) CSc1ncc(CN2CCN(C3CCN(C(C)C)CC3)C(CCO)C2)cn1 (configuration not stated)
    70.6, -4.2%, -38.5%, -16.7%, 1.2%, 18.9%, -6.0%
37) Cc1cc(Oc2nnnn2-c2ccccc2)ccc1Cl
    -15.6, ?, -20.9%, -1.3%, -0.6%, 8.4%, 35.3%[activator]
38) C[C@@H]1CN([C@H](C)CO)C(=O)CCCn2nncc2CO[C@H]1CN(C)Cc1ccncc1
    22.2, nt, nt, 1.0%, nt, nt, -6.9%
39) CC(=O)OCCNc1cc(SC(C)C)c2nonc2c1[N+](=O)[O-]
    -3.4, -3.0%, 5.8%, 7.3%, 9.5%, -23.8%, 2.4%
40) CCOC(=O)[C@@H]1[C@H]2COc3cc(OC)ccc3[C@H]2N2C(=O)N(c3cccc(Cl)c3)C(=O)[C@]12C
    nt, ?, 8.6%, -5.7%, -2.3%, -11.0%, 0.0%
41) COc1ccccc1-c1nc(C(=O)NCC2CCCO2)cc2c1[nH]c1ccccc12 (configuration not stated)
    nt, -16.4%, 44.7%, -10.5%, -6.8%, ?, 1.1%
42) O=C(O)COc1ccc(/C=N/O)cc1Br
    60.8, -4.6%, -2.2%, 3.1%, 0.9%, 14.8%, 0.9%
43) COc1ccc(CCNS(=O)(=O)c2ccc3c(c2)NC(=O)C(C)S3)cc1OC (configuration not stated)
    -20.5, -8.8%, 1.1%, -13.4%, 6.5%, 25.1µM*, 32.5%[activator]
44) O=C(NN1C(=O)C2C(c3ccccc3)C=CC(c3ccccc3)C2C1=O)c1ccncc1 (configuration not stated)
    -13.4, 2.9%, 19.0%, 6.3%, 11.0%, 11.2%, -5.8%
45) NC(=O)C[n+]1cccc(CNC(=O)c2ccc(OC(F)F)cc2)c1
    -15.1, -11.8%, -14.1%[11.4 µM], 6.2%, 4.9%, -2.2%, 14.7%
46) COc1ccccc1N1CCN(Cc2cc(=O)oc3ccccc23)CC1
    -5.8, nt, nt, 5.8%, nt, nt, 5.8%
47) COCn1c(-c2ccccc2)nc2ccccc21
    17.6, -14.2%, -3.3%, 9.0%, -2.8%, -6.8%, 19.7%
48) COC(=O)c1cccnc1-n1c(=O)c2cccnc2n(CC(=O)Nc2ccc(Br)cc2)c1=O
    -19.9, -11.8%, 78.6%[activator], -7.0%, -3.3%, ?, 3.5%
49) COc1ccccc1CC(=O)Nc1ccc2c(c1)CCC2
    -35.3, -2.7%, -26.7%, -11.9%, -0.8%, -0.7%, -2.6%
50) COc1ccc(/C(N)=N/OC(=O)Cc2ccc(C)cc2)cc1OC
    64.9, -14.3%, 64.8%[activator], 0.5%, -6.1%, -28.0%, 0.0%
51) S=C1NC2=C(CCC/C2=C\c2ccc(Cl)cc2)C(c2ccc(Cl)cc2)N1 (configuration not stated)
    36.6, 0.2%, -53.0%, -26.4%, 0.5%, -8.0%, 37.9%[activator]
52) Cc1nn(CCCC(=O)NCc2ccc(OC(C)C)cc2)c(=O)c2c1sc1ccccc12
    -15.4, -7.4%, nt, -1.5%, nt, nt, nt

Five compounds from above, showing only Tb PYK inh and HCMV inh.
| # | SMILES | Tb PYK inh | HCMV inh |
| --- | --- | --- | --- |
| 33 | O=S(=O)(c1ccccc1F)N1CCN(Cc2cc3c(cc2Br)OCCO3)CC1 | 0.5% | -24.7 |
| 34 | Cc1cccc(Nc2nnc(SCc3cn4ccsc4n3)s2)c1 | -6.2% | -21.4 |
| 35 | CCN1CCN(Cc2c(O)ccc3c(=O)c(-c4ccc(OC)c(OC)c4)c(C)oc23)CC1 | -24.5% | 11.6 |
| 36 | CSc1ncc(CN2CCN(C3CCN(C(C)C)CC3)C(CCO)C2)cn1 (configuration not stated) | -16.7% | 70.6 |
| 37 | Cc1cc(Oc2nnnn2-c2ccccc2)ccc1Cl | -1.3% | -15.6 |
